MRP reversal: reversal of MRP1-mediated doxorubicin resistance, primary screen, H69AR cells, doxorubicin co-treatment. H69AR cells + 2 uM doxorubicin, CellTiter-Glo, 72 h. differential viability (reversal), % at 10 µM. 0.04% of 85,000 active. AID 602, 2007;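 active means viability drop by adding the cancer drug above about 55%, with treated viability meeting a 40% cutoff, limit read from the data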;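 further: viability without doxorubicin minus viability with 2 µM doxorubicin for each compound; larger differential means the compound sensitizes cells more to doxorubicin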
MRP reversal cytotoxicity: second read-out of MRP reversal, no call of its own (marks repeat the call); viability, %; H69AR cells, CellTiter-Glo, 72 h; measured here: cytotoxicity without doxorubicin
MRP reversal with doxorubicin: second read-out of MRP reversal, no call of its own (marks repeat the call); viability, %; measured here: viability with 2 uM doxorubicin; stronger effect = lower value
Active calls of the source: *. An excerpt; the hit share may differ from the screen's.

Below each SMILES: MRP reversal	MRP reversal cytotoxicity	MRP reversal with doxorubicin
> O=Cc1ccc(O)c(O)c1
→ -23.9	75.5	99.5
> Cc1nc2ccccn2c1/C(O)=C1\C(=O)C(=O)N(CCCN(C)C)C1c1ccc(Cl)cc1 (stereo not given)
→ 4.7	107.0	102.3
> CCN(CC)CCN1C(=O)C(=O)/C(=C(/O)c2ccc(Cl)cc2)C1c1ccncc1 (stereo not given)
→ 1.5	90.3	88.8
> CC(=O)NCCCCCCNC(C)=O
→ 1.8	90.3	88.6
> Nc1nc(F)nc2c1ncn2[C@@H]1O[C@H](CO)[C@@H](O)[C@@H]1O
→ 1.4	96.2	94.8
> Cc1ccc2oc(=O)c3cnn(CC(=O)NCCN(C)C)c3c2c1
→ -1.6	91.6	93.2
> COc1ccccc1NC(=O)CN1CCN(CC(=O)Nc2ccccc2F)CC1
→ -5.0	90.7	95.7
> CN1[C@@H]2CC(OC(=O)[C@H](CO)c3ccccc3)C[C@H]1[C@@H]1O[C@@H]12 (stereo not given in full)
→ 2.9	97.8	95.0
> O=C(c1cc2ccccc2oc1=O)N1CCCN(C(=O)c2cc3ccccc3oc2=O)CC1
→ 10.7	99.2	88.5
> CC(C)(C)OC(=O)N1CCC(C(=O)N2CCCCCC2)CC1
→ 14.6	101.3	86.7
> CC(C)(C)c1ccc(C(O)CCCN2CCC(C(O)(c3ccccc3)c3ccccc3)CC2)cc1 (stereo not given)
→ 0.1	0.8	0.8
> CC1CCCN(c2nc3c(c(=O)[nH]c(=O)n3C)n2CCSc2ncccn2)C1 (stereo not given)
→ -9.9	87.8	97.6
> C=CCc1ccccc1OCC(O)CNC(C)C (stereo not given)
→ 8.6	94.3	85.7
> COc1ccc(NC(=O)CCNS(=O)(=O)c2cccc3nsnc23)cc1OC
→ 4.9	88.5	83.6
> CC1Cc2ccccc2N1C(=O)CCn1c(=O)sc2ccccc21 (stereo not given)
→ -3.7	88.8	92.5
> COc1ccc(S(=O)(=O)CCC(=O)Nc2ccc(OC)cc2OC)cc1
→ 0.8	84.1	83.4
> CC1Oc2ccccc2N(CC(=O)NCc2cccs2)C1=O (stereo not given)
→ -2.3	81.9	84.2
> CNCCCC1c2ccccc2C=Cc2ccccc21
→ 2.1	55.8	53.7
> CN(Cc1ccccc1)c1nnc(N)s1
→ 16.4	100.3	84.0
> CCSC(SCC)[C@H](O)[C@@H](O)[C@H](O)[C@H](O)CO
→ 3.0	94.9	91.9
> CCCCCn1c(=O)c(Cc2ccccc2)c(O)c2ccccc21
→ -14.7	86.1	100.8
> CCn1nc(C(=O)O)c(=O)c2cc3c(cc21)OCO3
→ -15.9	91.8	107.7
> CCOc1ccc(NC(=O)C2CCCN(S(=O)(=O)c3c(C)n[nH]c3C)C2)cc1 (stereo not given)
→ -0.1	84.3	84.4
> CN(C)c1nc(N(C)C)nc(N(C)C)n1
→ -4.5	81.4	85.9
> Cc1cc(Nc2ccccc2Br)n2nc(C)nc2n1
→ 13.2	95.5	82.3
> CC1CN(S(=O)(=O)c2ccc(C(=O)Nc3sc4c(c3C(N)=O)CCN(C)C4)cc2)CC(C)O1 (stereo not given)
→ 7.2	101.8	94.6
> Cn1c(Cn2c(=O)sc3ccccc32)nnc1SCC(N)=O
→ 1.9	97.0	95.2
> COC(=O)c1ccccc1NC(=O)Cn1cnc2c1c(=O)n(C)c(=O)n2C
→ 7.0	111.4	104.5
> Cc1ccc2nc(NC3=NCN(Cc4ccco4)CN3)nc(C)c2c1
→ -11.1	59.4	70.5
> CCn1c(SCc2nc3ccccc3s2)nc2cc(S(=O)(=O)N3CCOCC3)ccc21
→ 7.0	74.2	67.2
> CCOc1ccc(C(CC(=O)O)NC(=O)c2cccs2)cc1 (stereo not given)
→ 20.8	96.7	75.8
> O=C(O)c1ccccc1C(=O)N1CCN(c2cccc(Cl)c2)CC1
→ -11.0	92.7	103.7
> Cn1c(C(=O)N2CCN(c3ccccc3F)CC2)cc2c(=O)n(C)c3ccccc3c21
→ 2.1	79.3	77.2
> CCOC(=O)c1cnc(-n2nc(C)cc2C)nc1NC(C)c1ccccc1 (stereo not given)
→ 0.3	2.0	1.8
> Cn1c(=O)c2c(nc(N3CCOCC3)n2CCNC2=NCCC2)n(C)c1=O
→ -8.3	91.7	100.0
> Cc1ccc(NC(=O)Cn2cnc3sc(C(=O)NCCN(C)C)c(C)c3c2=O)cc1Cl
→ 6.1	72.5	66.4
> COCCCNC(=O)c1ccc(Cn2c(=O)[nH]c3ccccc3c2=O)cc1
→ -29.0	22.6	51.5
> CCC1CCCCN1CCNC(=O)CCS(=O)(=O)c1ccc(Br)cc1 (stereo not given)
→ -5.7	96.2	102.0
> CC(NC(=O)C1CC1)C(c1cccs1)N1CCN(c2ccccc2)CC1 (stereo not given)
→ 11.8	96.6	84.8
> O=C(Nc1cnn(Cc2ccc(Cl)cc2Cl)c1)c1noc2c1CCCC2
→ 8.6	84.3	75.7
> Cc1cc2cc(CNC(=O)Cc3cccs3)ccc2n1C
→ -32.1	37.6	69.7
> C=CCSc1nc2sc(C)c(C)c2c(=O)[nH]1
→ 8.7	90.8	82.1
> O=C(CCCN1CC=C(n2c(=O)[nH]c3ccccc32)CC1)c1ccc(F)cc1
→ 10.7	67.2	56.5
> CCOC(=O)N1CCC(NC(=O)CSc2cc(=O)n(C)c3ccc(Cl)cc23)CC1
→ 1.3	79.4	78.1
> COC(=O)[C@@H](N)Cc1ccc(O)cc1
→ -5.6	92.8	98.4
> O=C(O)C(c1ccccc1)N1CCCC1 (stereo not given)
→ 6.5	100.0	93.5
> Cc1ccc2cc3cc(C(=O)N(C)C4CCCCC4)oc3nc2c1
→ 3.2	64.0	60.8
> COc1ccc(-c2nc(CN3CCC(C(=O)NC4CCCc5ccccc54)CC3)c(C)o2)cc1OC (stereo not given)
→ -4.6	47.4	52.0
> Cn1c(=O)[nH]c(=O)c2c1nc(N1CCCCCC1)n2CCSc1nc2ccccc2o1
→ 15.2	70.9	55.8
> COc1ccc(-c2nnc(Nc3nc4c(OC)cccc4s3)o2)c(OC)c1
→ -20.0	33.5	53.4

(further entries)
Below each SMILES: MRP reversal	MRP reversal cytotoxicity	MRP reversal with doxorubicin
> CCn1cc(C(=O)O)c(=O)c2ccc(C)nc21
→ 0.3	105.7	105.5
> O=C(c1ccc2nc(N3CCOCC3)sc2c1)N1CCC2(CC1)OCCO2
→ 23.7	86.9	63.2
> CCC(=O)O[C@]1(C(=O)CCl)[C@@H](C)C[C@H]2[C@@H]3CCC4=CC(=O)C=C[C@]4(C)[C@@]3(F)[C@@H](O)C[C@@]21C
→ -17.7	75.5	93.2
> O=C(NCCN1CCN(c2cccc(Cl)c2)CC1)c1cccn2c(=O)c3ccccc3nc12
→ -21.4	43.7	65.2
> Cc1sc2c(c1C)CN(Cc1ccco1)CN2C(=O)c1ccccc1
→ -7.7	73.2	81.0
> NS(=O)(=O)c1cc2c(cc1Cl)NC=NS2(=O)=O
→ 9.5	99.9	90.4
> O=C(Nc1nc(-c2nc3ccccc3s2)cs1)C1COc2ccccc2O1 (stereo not given)
→ -10.3	98.3	108.6
> N#Cc1ccc(COC(=O)Cn2nnc(-c3ccccc3)n2)cc1
→ 6.3	101.7	95.4
> CCCOc1ccc(/C(O)=C2/C(=O)C(=O)N(CCN3CCOCC3)C2c2ccccc2)cc1 (stereo not given)
→ 7.2	96.8	89.7
> O=C(NCc1ccccn1)c1nnc(Cc2ccc(Cl)cc2)o1
→ -5.6	98.3	103.9
> CCOc1ccccc1C(=O)Nc1cc(=O)n(C)c(=O)n1C
→ 1.1	88.8	87.7
> Cc1nc2c3c(-c4ccccc4)nc(N4CCOCC4)nc3nn2c(C)c1CCC(=O)O
→ 1.9	97.2	95.2
> CCOC(=O)C1=C(C)Nc2nc(C)nn2C1c1cc(OC)ccc1OC (stereo not given)
→ -1.6	79.3	81.0
> C[N+](C)(C)CCOP(=O)(O)OP(=O)([O-])OC[C@H]1O[C@@H](n2ccc(N)nc2=O)[C@H](O)[C@@H]1O
→ 0.8	100.3	99.5
> COc1ccc2cc([C@H](C)C(=O)O)ccc2c1
→ -0.7	100.1	100.8
> Cc1ccc(C)c(N2CCN(C(=O)C3CCN(S(=O)(=O)c4c(C)noc4C)CC3)CC2)c1
→ 16.2	77.7	61.5
> CCOc1ccccc1Nc1nc2ccccc2n2cnnc12
→ -5.7	66.6	72.3
> CC(C)(C)n1ncc2c(=O)n(CC(=O)NCc3ccccc3)cnc21
→ -26.0	23.5	49.5
> COc1cccc(C(c2sc3nc(C)nn3c2O)N2CCN(c3ccccc3F)CC2)c1 (stereo not given)
→ -3.2	90.3	93.5
> CCOC(=O)c1cnc2nc[nH]n2c1=O
→ -11.1	92.5	103.7
> CCCn1c(=O)c2[nH]c(C3CCCC3)nc2n(CCC)c1=O
→ 21.3	57.0	35.7
> CCOC(=O)N1CCN(C(=O)CSc2nc3c(cnn3-c3ccc(C)cc3)c(=O)[nH]2)CC1
→ -5.2	96.4	101.6
> CC1CCCN(C(=O)c2ccc3c(c2)C(=O)N(CCC2=CCCCC2)C3=O)C1 (stereo not given)
→ -5.8	78.7	84.6
> O=C(CSc1ccc2nnc(-c3ccc(F)cc3)n2n1)N1CCCCC1
→ 2.6	76.0	73.3
> COc1cc(NC(=O)Cc2nn(C)c(=O)c3ccccc23)cc(OC)c1OC
→ 11.7	81.6	69.9
> CCn1c(=O)cc(SCC(=O)Nc2ccccc2N2CCN(C)CC2)c2ccccc21
→ -14.3	52.3	66.6
> Cc1csc(N)n1
→ 8.1	84.9	76.8
> NC(=O)c1ccccc1O
→ 5.5	100.0	94.5
> CCSc1nnc(Cn2c(=O)sc3ccccc32)n1-c1ccccc1C
→ -2.0	95.7	97.7
> COC(=O)c1ccc(C2/C(=C(\O)c3cccc(OC)c3)C(=O)C(=O)N2CCCN(C)C)cc1 (stereo not given)
→ -0.4	94.5	94.8
> CCS(=O)(=O)CCn1c([N+](=O)[O-])cnc1C
→ -7.3	94.3	101.6
> O=S(=O)(c1ccc(Br)cc1)N1CCCN(Cc2cccc(F)c2)CC1
→ 1.7	71.7	70.0
> COCCN(CCOC)c1ncnc2c1cnn2-c1ccccc1
→ 0.8	90.2	89.3
> Cn1cc(C(=O)NCc2ccc(F)cc2)c(=O)c2cc(S(=O)(=O)N3CCCCC3)ccc21
→ -6.3	94.2	100.5
> CC(C)CCOc1cccc(C2c3c(oc4ccccc4c3=O)C(=O)N2CCCN2CCOCC2)c1 (stereo not given)
→ -5.0	97.1	102.1
> CCCCCCCCCCCCCCCC(=O)OC[C@H](COP(=O)([O-])OCC[N+](C)(C)C)OC(=O)CCCCCCCCCCCCCCC
→ -0.9	97.0	97.9
> O=C(CCCn1c(=O)[nH]c2ccccc2c1=O)N1CCN(c2ccccn2)CC1
→ -8.3	82.4	90.7
> CCOC(=O)c1nc(-c2ccc3c(c2)OCO3)[nH]c1C
→ -33.9	36.0	69.9
> COc1cccc(Oc2c(C)oc3c(CN4CCOCC4)c(O)ccc3c2=O)c1
→ 10.3	87.8	77.5
> Cn1nnnc1Sc1nc(-c2cccnc2)nc2ccccc12
→ -0.3	0.0	0.3
> CCc1nc(SCC(=O)N2CCCc3ccccc32)c2c(=O)n(C)c(=O)n(C)c2n1
→ 12.2	80.2	68.0
> Cn1c(Cn2c(=O)sc3ccccc32)nnc1SCC(=O)Nc1ccc2c(c1)OCO2
→ -18.1	68.5	86.6
> COc1cccc(C2c3c(oc4ccccc4c3=O)C(=O)N2CCCN2CCOCC2)c1OC (stereo not given)
→ -6.8	68.3	75.1
> Nc1cc(N)nc(SCCOc2ccccc2F)n1
→ 16.5	100.5	84.0
> NC(N)=NC(N)=NCCc1ccccc1
→ -11.4	97.5	108.8
> Cc1ccc(C(=O)NCC(C)(C)O)cc1
→ 2.2	105.5	103.3
> COC(=O)c1cc(NC2c3ccccc3C(=O)N2c2ccc(Cl)cn2)cc(C(=O)OC)c1 (stereo not given)
→ 4.4	76.1	71.7
> Cc1nc(SCN2C(=O)c3ccccc3C2=O)n[nH]1
→ -1.5	80.7	82.2
> COC(=O)c1nnn(-c2nc(N3CCCCC3)nc(N3CCCCC3)n2)c1C
→ 5.0	95.7	90.7
> Cc1nc2sc(C(c3ccco3)N3CCN(c4ccc(F)cc4)CC3)c(O)n2n1 (stereo not given)
→ 5.2	97.7	92.6

Some values from above.
Result of COc1cccc(C2c3c(oc4ccccc4c3=O)C(=O)N2CCCN2CCOCC2)c1OC (stereo not given) under MRP reversal cytotoxicity: 68.3
Result of Cn1c(Cn2c(=O)sc3ccccc32)nnc1SCC(=O)Nc1ccc2c(c1)OCO2 under MRP reversal with doxorubicin: 86.6
Result of COC(=O)c1nnn(-c2nc(N3CCCCC3)nc(N3CCCCC3)n2)c1C under MRP reversal: 5.0

Later entries
Below each SMILES: MRP reversal	MRP reversal cytotoxicity	MRP reversal with doxorubicin
> CSc1nnc(Cn2c(=O)sc3ccccc32)n1C
→ -8.2	96.4	104.5
> COCCCn1c(=N)c(C(N)=S)cc2c(=O)n3cccc(C)c3nc21
→ 11.4	54.4	43.0
> N[C@@H](Cc1ccc(O)c(I)c1)C(=O)O
→ -3.9	88.7	92.5
> Nc1cccc(C(=O)Nc2ccc3nc(-c4cccnc4)[nH]c3c2)c1
→ -18.5	66.3	84.8
> CCOC(=O)c1c(NC(=O)c2cc(C3CC3)on2)sc2c1CCCC2
→ 1.9	95.9	94.0
> CCN(Cc1ccccc1)C(c1ccncc1)c1nnnn1C(C)(C)C (stereo not given)
→ 2.0	73.6	71.6
> CCCCN1C(=O)C(O)(CC(=O)c2ccccc2OC)c2ccccc21 (stereo not given)
→ 9.6	92.0	82.4
> O=C(Nc1nc(-c2ccccn2)cs1)C1COc2ccccc2O1 (stereo not given)
→ -3.1	44.7	47.8
> CCOc1cccc(NC(=O)c2ccc(S(=O)(=O)N3CCCC3)cc2)c1
→ 1.9	74.5	72.6
> C=CCSc1nnc(Cn2c(=O)sc3ccccc32)n1C
→ -1.5	84.9	86.4
> COC(=O)c1ccccc1NC(=O)c1cc(-c2cccc(OC)c2)on1
→ 1.9	78.1	76.3
